# Screening data as filed in PubChem.
# Rin1 Abl inh = inhibitors of human Rin1-Abl protein interaction. 0.4% of 360,000 active. TR-FRET Rin1/Abl binding, biochemical. P00519+Q13671. inhibition, % at 7.35 µM; in the data active = inhibition above about 5%, passing the limit was not always enough
# CSN inh = CSN deneddylation inhibition; 0.38% of 360,000 active; inhibition, % at 12.5 µM; Purified CSN, SCF-Nedd8-OG deneddylation, fluorescence polarization; AID 651999;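 active = pattern-corrected inhibition above about 35%, with an unprinted fluorescence ratio check between 0.5 and 1.5, limit read from the data, passing the limit was not always enough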;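 also: 0% = enzyme with substrate and 100% = substrate without enzyme; some results filed as inactive read as strong as hits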
#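 Detection – fluorescence polarization · System – HEK293T-derived human Csn5 enzyme · Controls – substrate-only high control, full reaction low control · Timing – 90 min, room temperature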
# MsrA inhibitor = inhibits bovine methionine sulfoxide reductase A | purified bovine MsrA, absorbance read-out | inhibition, % at 15.5 µM | 0.75% of 360,000 active | AID 651718; in the data active = inhibition above about 4.5%;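 also: 0% = vehicle wells with enzyme and 100% = reference inhibitor wells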
# PABP1 MLLE inh = inhibitors of microRNA-mediated deadenylation, human PABP1 MLLE binding | AID 588489 | P11940 | inhibition, % at 20 µM | 0.36% of 360,000 active | GST-MLLE / FITC-PAM2 fluorescence polarization; in the data active = inhibition above about 35%, passing the limit was not always enough;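 also: plate controls were DMSO wells with GST-MLLE for no effect and wells lacking GST-MLLE protein for full effect; some results filed as inactive read as strong as hits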
# E coli Lon inh = inhibitors of E. coli Lon protease; P0A9M0; inhibition, % at 7.94 µM; purified E. coli Lon protease, fluorescence polarization; 0.42% of 360,000 active; AID 602123; in the data active = inhibition above about 13%, passing the limit was not always enough;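 also: 0% = enzyme with probe and DMSO and 100% = no enzyme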
# Target sequence (P0A9M0 whole entry, looked up): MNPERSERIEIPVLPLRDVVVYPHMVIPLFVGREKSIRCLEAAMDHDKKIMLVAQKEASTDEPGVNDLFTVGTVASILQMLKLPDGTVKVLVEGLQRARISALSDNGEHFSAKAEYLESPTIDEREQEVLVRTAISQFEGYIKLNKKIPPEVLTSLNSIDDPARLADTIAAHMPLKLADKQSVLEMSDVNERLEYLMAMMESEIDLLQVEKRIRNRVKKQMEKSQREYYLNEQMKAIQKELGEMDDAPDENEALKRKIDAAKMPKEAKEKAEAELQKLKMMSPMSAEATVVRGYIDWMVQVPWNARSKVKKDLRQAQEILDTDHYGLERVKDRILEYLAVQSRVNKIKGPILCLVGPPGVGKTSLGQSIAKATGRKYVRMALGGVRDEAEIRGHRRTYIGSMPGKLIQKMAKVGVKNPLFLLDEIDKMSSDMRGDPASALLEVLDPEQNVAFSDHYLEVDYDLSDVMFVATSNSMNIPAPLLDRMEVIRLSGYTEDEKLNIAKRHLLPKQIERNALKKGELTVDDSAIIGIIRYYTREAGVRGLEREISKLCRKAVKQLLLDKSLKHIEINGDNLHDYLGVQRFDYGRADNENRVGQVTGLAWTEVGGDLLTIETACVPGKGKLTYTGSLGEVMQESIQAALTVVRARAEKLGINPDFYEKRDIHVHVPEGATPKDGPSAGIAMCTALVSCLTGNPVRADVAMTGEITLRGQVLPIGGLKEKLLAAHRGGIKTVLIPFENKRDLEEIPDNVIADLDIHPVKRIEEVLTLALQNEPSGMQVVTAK
# FAS TE block = FAS thioesterase (human) inhibition; P49327; recombinant FAS-TE, OMFH fluorogenic substrate, fluorescence endpoint; inhibition, % at 15 µM; 0.67% of 360,000 active; AID 602261;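 active = compounds whose normalised, plate-corrected inhibition of enzyme fluorescence in the single-dose primary screen is 50% or more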;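 also: 0% = DMSO with enzyme and 100% = substrate without enzyme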
# Rpn11 block = inhibitors of human proteasome Rpn11 | O00487 | human 26S proteasome, Ub4-pepOG fluorescence polarization; 20S core pre-blocked with epoxomicin | calls only at 20 µM | 0.59% of 360,000 active;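 active = inhibition at 20 µM, scaled to each plate's controls, above about 33%, limit read from the data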
# Target sequence (O00487 whole entry, looked up): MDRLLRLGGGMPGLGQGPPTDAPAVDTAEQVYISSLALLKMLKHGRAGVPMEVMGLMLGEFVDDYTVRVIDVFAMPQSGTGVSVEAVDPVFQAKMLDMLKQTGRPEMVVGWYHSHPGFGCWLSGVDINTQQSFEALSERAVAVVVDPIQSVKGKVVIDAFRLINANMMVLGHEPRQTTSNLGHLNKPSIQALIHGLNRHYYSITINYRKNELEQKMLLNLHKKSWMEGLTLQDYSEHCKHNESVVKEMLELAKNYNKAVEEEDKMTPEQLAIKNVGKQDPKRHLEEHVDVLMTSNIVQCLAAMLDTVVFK
# bovine MsrA act = activators of bovine methionine sulfoxide reductase A | activation, % at 10.6 µM | purified bovine MsrA, absorbance read-out | AID 602163 | 0.3% of 360,000 active; in the data active = activation above about 7.5%;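 also: 0% = vehicle and 100% = reference activator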
# MT1-MMP act inh = inhibitors of human MT1-MMP activation; HT1080 RFP-PRO-GFP cells, GFP/RFP ratio fluorescence, overnight; percent of plate control window, DMSO zero; GFP/RFP ratio change, % at 20 µM; 0.061% of 360,000 active; AID 651647;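 active = GFP/RFP ratio change of at least 30% with cell ATP level not reduced by more than half and red fluorescence within 50% of control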; also: strong numbers were not always called active
#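 system = RFP-PRO-GFP reporter HT1080 cells | dosing = 20 µM single dose, 1% DMSO | timing = overnight cell settling, then overnight compound exposure, 37 °C, 5% CO2 | read-out basis = GFP/RFP fluorescence ratio | controls = DMSO and RFP-L50D-GFP cell wells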
# Numbers without * were called inactive; i = inactive; . = not tested or not shown.
# Start of the data: the first three entries (preview)
structure	PABP1 MLLE inh	FAS TE block	CSN inh	Rpn11 block	MT1-MMP act inh	MsrA inhibitor	E coli Lon inh	Rin1 Abl inh	bovine MsrA act
Cc1cc(C(=O)N2CCCC(N3CCN(c4cccc(C(F)(F)F)c4)CC3)C2)n[nH]1 (centres undefined)	-0.4	-1.3	4.7	i	1.7	0.9	7.0	-0.8	1.7
COc1ccc2nc(N3CCOCC3)cc(C)c2c1	-6.9	-4.8	4.0	i	6.4	2.6	-7.5	-1.7	-5.0
CC(C)Oc1ccc(C(=O)Nc2ncn[nH]2)cc1	-6.8	0.2	0.0	i	8.5	0.1	-3.1	-0.6	-0.3

# Results (from the top)
structure	PABP1 MLLE inh	FAS TE block	CSN inh	Rpn11 block	MT1-MMP act inh	MsrA inhibitor	E coli Lon inh	Rin1 Abl inh	bovine MsrA act
Cc1cc(C(=O)N2CCCC(N3CCN(c4cccc(C(F)(F)F)c4)CC3)C2)n[nH]1 (centres undefined)	-0.4	-1.3	4.7	i	1.7	0.9	7.0	-0.8	1.7
COc1ccc2nc(N3CCOCC3)cc(C)c2c1	-6.9	-4.8	4.0	i	6.4	2.6	-7.5	-1.7	-5.0
CC(C)Oc1ccc(C(=O)Nc2ncn[nH]2)cc1	-6.8	0.2	0.0	i	8.5	0.1	-3.1	-0.6	-0.3
CS(=O)(=O)N1CCC(C(=O)N2CCN(c3cccc(Cl)c3)CC2)CC1	-2.6	-2.9	-1.4	i	2.3	-0.5	-5.2	1.1	-0.9
O=C(Oc1ccccc1Cl)C1CCN(C(=O)c2ccc(F)cc2)CC1	-0.8	0.6	2.7	i	2.2	-0.7	-11.6	-0.8	-2.6
C/C=C/c1ccc(OCC(O)CNCCc2ccc(OC)cc2)c(OC)c1 (centres undefined)	3.2	-10.7	-6.8	i	-1.5	1.3	-2.4	4.6	-5.1
N#CC1=C(N)NC(SCc2ccc(Br)cc2)=C(C#N)C12CCCCC2	-10.0	22.0	4.8	i	13.4	0.8	-2.4	0.3	-0.9
CCn1nc(NC(=O)c2cccs2)c2cc3ccccc3nc21	9.8	6.6	-0.1	i	0.2	-0.6	-5.5	-4.5	-4.2
O=C(CSc1nc2ccccc2s1)NC1CCCC1	-0.9	-7.7	-1.0	i	-1.5	-0.1	22.8*	-4.6	-6.7
CC(=O)Nc1ccc(S(=O)(=O)NNC(=O)c2cccc3ccccc23)cc1	-8.2	-3.1	-1.0	i	2.3	-1.2	-3.1	6.2	-12.4
Cc1ccc2c(O)c(C)c(=O)[nH]c2n1	-6.8	-2.9	-3.9	i	2.4	1.1	1.4	2.1	-1.9
Cc1ccc(C(=O)N2CCCC2)cc1S(=O)(=O)N1CCCCC1	11.0	-4.3	1.0	i	-1.4	1.9	7.8	-1.3	-2.3
CN1CCN(C2CC(=O)N(CCc3ccccc3)C2=O)CC1 (centres undefined)	5.7	-5.9	-5.0	i	-0.9	-1.4	8.0	2.8	-0.7
COc1ccc(C(=O)O/N=C(\N)c2ccccn2)cc1	-7.3	-5.1	-0.3	i	2.5	-0.1	-4.0	-1.4	-0.8
Cc1ccc(-c2nnc(SCc3nc(N)nc(Nc4ccccc4C)n3)n2N)cc1	-39.4	-5.3	-6.4	i	1.8	-0.6	-15.1	18.1*	-2.8
COc1ccc(CNC(=O)C2CCC(=O)N(CC3CCCCC3)C2)cc1 (centres undefined)	-1.1	-7.0	-4.1	i	1.3	-0.2	-17.0	0.9	-2.6
COc1ccccc1OCC(=O)Nc1cccc(-c2nc3ccccc3o2)c1	11.0	-12.5	-0.8	i	7.0	-0.7	-1.7	-0.8	1.1
O=C(NC1CCCCCCC1)c1cc([N+](=O)[O-])ccc1Cl	-14.1	66.5*	-3.8	i	-0.9	-0.1	-5.5	0.4	-2.4
CC1Cc2ccccc2N1C(=O)CCNS(=O)(=O)c1ccc2c(c1)CCC(=O)N2 (centres undefined)	-3.1	-7.5	-2.2	i	11.5	-0.2	-3.6	3.5	-11.8
O=C(OCC(=O)N1CCCC1)c1ccccc1C(=O)c1ccccc1	4.3	-8.0	-2.1	i	-3.1	-0.2	-12.5	-2.6	-2.4
C[C@H](NC(=O)OC(C)(C)C)c1nnc(SCC(=O)Nc2ccc(Br)cc2)o1	-10.5	1.8	0.4	i	11.9	-1.1	1.4	-0.9	-14.5
CNC(=S)Nc1cccc(C(=O)O)c1	28.8	-3.1	0.3	i	1.9	-0.5	-7.8	2.7	-1.4
C=CCn1c(COc2ccc(Cl)cc2)nnc1SCC(=O)N/N=C/c1ccccc1	-4.1	2.0	2.9	i	2.9	0.7	-5.6	1.4	-9.4
Cc1c(-c2ccccc2)nc2ccccc2c1C(=O)Oc1ccc([N+](=O)[O-])cc1	-5.2	21.2	6.2	i	-1.8	0.3	2.2	0.7	-11.8
O=C(CCC(=O)c1ccc(F)cc1)Nc1cccc(C(F)(F)F)c1	6.8	7.5	1.0	i	-3.1	-0.6	-5.8	1.7	3.2
CC1(C)Oc2ccc3ccc(=O)oc3c2/C(=C/NC2CCCCC2)C1=O	6.2	10.9	-2.1	i	-5.5	1.2	-7.5	-0.9	-8.7
Cc1cc2cc(CNC(=O)c3ccc4c(c3)OCO4)ccc2n1C	56.1*	-6.6	-7.1	i	75.4	1.6	25.0*	-14.6	-1.9
O=C(Cc1cccc(C(F)(F)F)c1)NCc1ccc(Cl)cc1Cl	-7.4	32.2	-2.6	i	-1.6	0.3	8.0	-1.7	1.7
O=C(NCC1CCCO1)c1ccc(NC(=O)C2CC=CCC2C(=O)O)cc1 (centres undefined)	2.5	-8.7	3.0	i	0.2	-1.0	2.2	0.6	-4.5
Fc1ccccc1/C=N/n1cc(-c2ccccc2)[nH]c1=S	30.2	5.9	6.0	i	4.5	-0.4	-12.4	3.5	2.5
CCN1CCc2nc(N)oc2CC1	15.3	-3.5	-8.0	i	1.0	0.8	2.0	-0.8	-3.1
O=C(NCCCn1ccnc1)C(=O)Nc1ccccc1	0.7	-4.0	-4.8	i	5.1	-0.1	-1.9	-3.2	-2.2
Clc1ccc(C2[C@H]3CN(CC4CCCCC4)[C@H](c4ccccc4)C34CC2(c2cccnc2)C4)cn1 (some centres undefined)	21.9	10.1	-0.5	i	-11.4	1.6	-2.1	4.0	-0.7
COCCCN1C(=O)C2C(C(=O)Nc3cc(C)cc(C)c3)C3C=CC2(O3)C1C(=O)NC1CCCCC1 (centres undefined)	22.2	-4.2	7.2	i	-1.9	-1.2	-3.8	0.0	-13.1
COc1ccc(CNc2ccc(Cl)cc2)cc1Cn1ccnc1	-2.2	-8.0	1.2	i	-0.9	-0.1	-9.1	-0.4	-4.1
O=C(NCc1ccccc1)C1CCC(CNS(=O)(=O)c2cccs2)CC1 (centres undefined)	15.6	-3.9	-1.2	i	-2.4	-0.8	5.7	-1.1	-6.6
O=C(NN=Cc1ccccc1C(=O)O)c1cccc(S(=O)(=O)Nc2cccc(C(F)(F)F)c2)c1	5.1	-5.1	-0.9	i	-2.0	-0.2	0.1	1.7	2.8
CC(=O)Nc1ccc(NC(=O)C(C)OC(=O)c2oc3ccccc3c2C)cc1 (centres undefined)	8.6	-6.4	-0.3	i	6.2	0.7	-6.6	-2.6	-2.9
O=C(Cc1ccc(F)cc1)N1CCC(CC2CC(c3cccc(Br)c3)=NO2)(C(=O)NCC2CCCCC2)CC1 (centres undefined)	-3.9	21.2	-3.5	i	-15.7	0.8	-1.7	3.1	-2.4
CN1CCN(C2=C(Cl)C(=O)N(CCc3ccccc3)C2=O)CC1	50.8*	-11.5	-2.5	i	-15.7	0.6	4.7	1.2	-0.3
CC(C)C[C@@H](CO)N(Cc1ccccc1)S(=O)(=O)N(Cc1ccccc1)[C@@H](CO)CC(C)C	0.7	31.6	-1.8	i	-3.3	.	-0.8	-2.9	-2.2
CC(=O)Nc1ccc(S(=O)(=O)NC(C)C(=O)OCC(=O)Nc2ccc(F)cc2Cl)cc1 (centres undefined)	1.9	-8.0	5.8	i	-0.2	0.4	0.1	3.3	-2.8
COC(=O)C[C@H]1C[C@H]2c3cc(NS(=O)(=O)c4ccc(OC)cc4)ccc3O[C@H]2[C@H](CO)O1	-11.2	-2.5	5.0	i	1.3	-1.1	-8.9	2.4	0.2
CCN1CCc2nc(NC(=O)CC(c3ccccc3)c3ccccc3)sc2C1	-14.1	-20.1	5.3	i	-3.9	2.2	-13.9	-1.5	-1.4
COC(=O)Cc1ccc(NC(=O)c2ccc(C)c(C)c2)cc1	10.2	0.5	0.8	i	-1.5	-0.7	-1.4	-2.0	-0.5
COc1cccc(C(=O)Nc2cccc(OC(C)=O)c2)c1	0.3	-10.0	-0.6	i	0.9	1.3	8.0	1.9	-7.9
OCC1CCCN(C2CCN(Cc3nc(Cc4cccc(C(F)(F)F)c4)no3)CC2)C1 (centres undefined)	6.3	-3.8	2.8	i	-5.0	0.0	-2.8	5.9	-0.6
CCOC(=O)C1=NN(c2ccccc2)C2(S1)SC(C(C)=O)=C(C)N2c1ccccc1 (centres undefined)	5.3	22.8	-0.8	i	1.8	-0.3	3.9	-0.8	-2.0
COc1cccc(C(=O)Nc2cnn(C(C)C)c2)c1	1.9	-4.2	3.4	i	0.2	-0.3	0.7	-5.8	-3.5
COc1ccc(/C=N/Nc2nonc2N)cc1	-33.8	-5.4	3.2	i	-0.5	1.5	8.8	-2.6	-4.8
COc1cc(C(=O)Nc2c(C(=O)N3CCOCC3)oc3ccccc23)cc(OC)c1OC	13.3	1.7	5.4	i	4.1	0.4	-1.3	3.0	0.8
O=C(O)CC(NC(=O)C12CC3CC(CC(C3)C1)C2)c1ccc(Cl)cc1 (centres undefined)	9.2	-5.7	-1.6	i	1.9	0.5	-8.7	0.3	0.6
Cc1cc(-c2nnc3n2CCCCC3)c(C)n1-c1ccccc1	-1.8	-2.5	2.7	i	0.7	-0.1	0.7	2.9	-2.4
CCOC(=O)N/N=C(/C)c1ccc(N2C(=O)C3CCCCC3C2=O)cc1 (centres undefined)	-7.7	-5.0	-0.5	i	3.6	-0.8	-2.5	2.5	0.6
COc1ccc2c(c1)CCC(C)N2C(=O)C(=O)c1c[nH]c2ccccc12 (centres undefined)	-5.5	-8.5	-2.6	i	3.4	0.2	-9.3	-6.6	-3.0
O=C(COC(=O)/C=C/c1ccc(C(F)(F)F)cc1)Nc1ccc2[nH]c(=O)[nH]c2c1	-17.5	-5.6	6.0	i	7.6	-0.9	2.8	1.1	-0.6
O=C(c1ccncc1)N1CCN(S(=O)(=O)c2ccc3ccccc3c2)CC1	-5.2	-0.3	-2.5	i	4.2	-1.1	-17.8	0.4	-2.1
COC(=O)[C@]1(Cc2ccccc2)N[C@H](CN(C)S(=O)(=O)c2ccc(OC(F)(F)F)cc2)[C@@H]2C(=O)N(Cc3ccccc3)C(=O)[C@@H]21	-2.4	24.7	-1.1	i	-2.4	1.3	0.8	0.0	1.0
COc1cc2cc[n+](Cc3ccc([N+](=O)[O-])cc3)cc2cc1OC	5.2	-4.3	5.7	i	.	1.8	1.0	2.2	-11.8
COc1cc([C@@H]2CC=C(C(=O)O)[C@H](c3ccc(Cl)cc3)N2S(=O)(=O)c2ccc(C)cc2)cc(OC)c1OC	-9.9	-5.7	-0.8	i	7.8	0.1	-3.9	5.7	-1.9
